Screens: PubChem BioAssay, Sanford-Burnham Center for Chemical Genomics
Apaf1 inhib: blocks human Apaf-1 apoptosome activity; O14727; reconstituted apoptosome caspase-3 activity, DEVD-Rh110 fluorescence; inhibition, % at 20 µM; 0.71% of 330,000 active; AID 489030; active means inhibition of at least 40% at 20 µM;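 further: plate controls were DMSO wells for no effect and DEVD-CHO caspase inhibitor wells for full effect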
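System: reconstituted apoptosome with Apaf-1, cytochrome c, caspase-9, procaspase-3, dATP; Signal: Rh110 fluorescence intensity; Schedule: 30 min compound preincubation, 50 min activation, room temperature; Reagent: cytochrome c trigger plus (Z-DEVD)2-Rh110 caspase-3 substrate.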
SENP7 inh: blocks the human protease SENP7 | recombinant SENP7, Z-RLRGG-aminoluciferin luminescence, 40 min | inhibition, % at 5 µM | 1.5% of 330,000 active | Q9BQF6;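 active means inhibition above about 50% at the single test dose, limit read from the data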;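 further: plate controls were DMSO with enzyme for no effect and no enzyme buffer wells for full effect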
Target sequence (Q9BQF6 706-1050 limits assumed): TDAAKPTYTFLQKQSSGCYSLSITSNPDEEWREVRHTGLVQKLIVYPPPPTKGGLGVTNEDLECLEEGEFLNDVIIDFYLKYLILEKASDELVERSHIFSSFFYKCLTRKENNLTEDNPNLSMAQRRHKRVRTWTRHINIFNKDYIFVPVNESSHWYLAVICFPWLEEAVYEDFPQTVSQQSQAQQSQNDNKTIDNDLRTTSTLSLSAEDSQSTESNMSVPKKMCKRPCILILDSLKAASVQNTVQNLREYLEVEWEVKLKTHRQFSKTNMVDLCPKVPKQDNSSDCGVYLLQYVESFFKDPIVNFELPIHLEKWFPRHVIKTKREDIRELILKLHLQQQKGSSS
SENP8 block-1: blocks human SENP8 cleavage of Nedd8 substrate | inhibition, % at 20 µM | AID 602440 | 0.64% of 360,000 active | recombinant SENP8, Nedd8 substrate fluorescence | Q96LD8; in the data active means inhibition mostly above about 40%, no sharp cut-off; inactive means mostly below about 27%
Target sequence (Q96LD8 whole entry, looked up): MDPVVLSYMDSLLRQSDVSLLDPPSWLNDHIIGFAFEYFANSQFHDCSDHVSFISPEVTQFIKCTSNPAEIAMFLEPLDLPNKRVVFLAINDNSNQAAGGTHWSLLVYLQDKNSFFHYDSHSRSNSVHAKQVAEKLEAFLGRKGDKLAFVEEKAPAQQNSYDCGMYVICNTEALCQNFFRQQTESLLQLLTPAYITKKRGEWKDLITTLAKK
HKDC1 inhibitor: HKDC1 (human) hexokinase inhibition. 0.16% of 340,000 active. AID 493160. inhibition, % at 20 µM. recombinant HKDC1, G6PDH/diaphorase resazurin coupled fluorescence;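 active means inhibition above about 35% when tested at 20 µM, limit read from the data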;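 further: plate controls were DMSO wells with enzyme for no effect and DMSO wells lacking enzyme for full effect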
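Test system: recombinant HKDC1 (HK5) hexokinase enzyme, produced in-house / Doses: 20 µM test compound, 1% DMSO / Timing: 90 min, room temperature / Detection: G6PDH/diaphorase-coupled fluorescence, 1 mM NADP, 100 µM resazurin, 525/613 nm / Control set: DMSO wells with and without enzyme mix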
SENP6 inh: inhibitors of human SENP6 protease; Q9GZR1; Recombinant SENP6 catalytic domain, aminoluciferin luminescence; inhibition, % at 10 µM; 1.8% of 330,000 active; AID 2599;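 active means inhibition above about 50% at the single tested dose, limit read from the data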;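 further: plate controls were DMSO wells with enzyme for no effect and DMSO wells lacking enzyme for full effect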
Target sequence (Q9GZR1 628-1112 limits assumed): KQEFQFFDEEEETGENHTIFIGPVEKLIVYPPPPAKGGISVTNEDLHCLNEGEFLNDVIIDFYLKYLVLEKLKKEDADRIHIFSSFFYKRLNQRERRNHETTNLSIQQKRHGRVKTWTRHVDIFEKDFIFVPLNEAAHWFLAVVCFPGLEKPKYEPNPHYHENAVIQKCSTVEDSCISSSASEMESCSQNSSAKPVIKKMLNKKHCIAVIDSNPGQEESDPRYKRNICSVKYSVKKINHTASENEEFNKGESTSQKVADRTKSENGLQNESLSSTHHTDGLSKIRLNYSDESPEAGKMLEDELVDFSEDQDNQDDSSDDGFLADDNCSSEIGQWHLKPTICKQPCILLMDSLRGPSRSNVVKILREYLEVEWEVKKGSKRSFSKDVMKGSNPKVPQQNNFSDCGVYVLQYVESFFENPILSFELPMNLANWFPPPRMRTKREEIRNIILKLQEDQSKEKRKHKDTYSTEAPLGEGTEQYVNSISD
SENP1 FRET inh: inhibitors of human SENP1 SUMO protease catalytic domain; Q9P0U3; recombinant SENP1 catalytic domain, CyPet-SUMO1-YPet FRET cleavage; inhibition, % at 10 µM; 0.21% of 360,000 active; AID 624204;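 active means inhibition at least 30% at 10 µM, raw YFP signal under a set limit, fluorescence ratio 0.5 to 1.5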;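 further: 0% = enzyme with DMSO and 100% = no enzyme wells; some results filed as inactive read as strong as hits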
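Material – human SENP1 catalytic domain · Input – SENP1 enzyme, 20 pM final · Compound dosing – single concentration of 10 µM compound, 0.5% DMSO final · Timing – enzyme reaction for 50 min at room temperature, dark · Measured by – FRET fluorescence in CFP and YFP emission channels · Control set – no-enzyme wells low, DMSO-plus-enzyme wells high control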
SENP8 block-2: blocks the human protease SENP8; Q96LD8; purified SENP8, Z-RLRGG-aminoluciferin cleavage, luminescence; inhibition, % at 10 µM; 1.2% of 330,000 active; AID 2540; in the data active means inhibition above about 50%
PfGluPho inh: PfG6PD (Plasmodium falciparum) enzyme inhibition. PfGluPho enzyme, NADPH resazurin-diaphorase fluorescence. inhibition, % at 20 µM. 0.78% of 350,000 active. AID 504690;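 active means inhibition reaching at least a set limit at 20 µM in the primary screen, cut at about 59% in these data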;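 further: 0% = DMSO wells with substrate and 100% = DMSO wells lacking glucose-6-phosphate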
* hit, by the source's call; x = no result given.

SMILES | Apaf1 inhib | SENP7 inh | SENP8 block-1 | HKDC1 inhibitor | SENP6 inh | SENP1 FRET inh | SENP8 block-2 | PfGluPho inh
O=C(Cc1ccccc1)N/N=C/c1cc(Br)cs1 | 10 | -10 | 6 | -3 | -13 | 0 | -9 | 23
CN(C)S(=O)(=O)c1cccc(NC(=O)c2cccc(S(=O)(=O)N3CCc4ccccc43)c2)c1 | 0 | -7 | 8 | -2 | -2 | 1 | -8 | 10
CCOC(=O)N1CCC(NC(=O)C2CCCN(Cc3nc(-c4cccc(C)c4)oc3C)C2)CC1 (stereo not drawn) | -1 | -2 | 9 | -1 | -37 | 4 | -2 | -2
N#Cc1ccccc1-n1c(N)c(C(=O)N2CCCC2)sc1=S | 6 | -9 | 13 | -11 | -11 | -1 | -10 | 60*
COc1ccc(CCN(C)C(=O)CN2C(=O)c3ccccc3S2(=O)=O)cc1OC | 1 | -4 | 14 | 2 | -8 | 0 | -13 | 12
CC(=O)N(/N=C1\Sc2ccccc2C1=O)c1ccccc1C | 90* | 63* | -7 | -1 | 87* | -7 | 90* | 34
Cc1cc(C)c(S(=O)(=O)N2CCN(C(=O)C(C)Cn3nc(C)nc3C)CC2)c(C)c1 (stereo not drawn) | 0 | 4 | 10 | 4 | 2 | 2 | 0 | 2
Cc1ccc(CC(=O)Nc2ccc(S(=O)(=O)N3CCOCC3)cc2)cc1 | 4 | -5 | 20 | -2 | -13 | -1 | 1 | -9
O=C(COc1ccccc1)Nc1cccc(-c2nnc(-c3ccccc3)o2)c1 | 13 | 2 | 17 | 5 | 0 | 3 | -3 | 15
CCC(C)[C@@H](NC(=O)OC(C)(C)C)c1nnc(S(=O)(=O)Cc2cccc(C)c2)o1 (stereo partly drawn) | x | x | 20 | 1 | x | 2 | x | 8
COc1ccc(C)cc1NC(=S)NC12CN3CN(CN(C3)C1)C2 | -8 | -6 | x | x | -1 | x | -2 | x
O=c1[nH]c2ccc(NC(=S)Nc3ccccc3Cl)cc2[nH]1 | -9 | 4 | 14 | -2 | 19 | -8 | 4 | 11
CC(C)S(=O)(=O)N1CCCC(C(=O)c2cccc(Cl)c2)C1 (stereo not drawn) | -2 | 4 | 10 | -9 | 2 | 0 | -1 | 19
Cc1ccc(OCC(=O)NNC(=O)CSc2ncc(C#N)c(N)n2)cc1 | 8 | -9 | -87 | -11 | -33 | -121 | -3 | -6
Cc1ccc(C(C(=O)NCc2ccco2)N(Cc2ccco2)C(=O)CNC(=O)c2ccco2)cc1 (stereo not drawn) | 11 | -5 | 13 | 0 | 7 | 0 | 1 | 15
CC(C)Oc1ccc(C2NC(=O)c3ccccc3O2)cc1 (stereo not drawn) | -98 | -8 | -52 | -3 | 4 | 0 | -6 | -5
Cc1ccc(COc2ccc(C(=O)NN)cc2)cc1 | 1 | 1 | 5 | 8 | -8 | 0 | -10 | 0
CCC(=O)Nc1nnc(S(=O)(=O)N(C)Cc2ccco2)s1 | -10 | -1 | 4 | -1 | -13 | -1 | -4 | -16
COc1ccccc1C1NC(=O)NC(C)=C1C(=O)OCc1ccccc1 (stereo not drawn) | 2 | -3 | 13 | 5 | -5 | 2 | 6 | 5
COc1ccccc1-c1nnc(SCC(=O)N2CCC(C)CC2)o1 | 17 | -7 | 21 | -2 | 7 | 5 | -10 | -11
CC(=O)Nc1ccc(S(=O)(=O)N2CCN(CC(=O)N3CCOCC3)CC2)cc1 | -5 | 2 | 7 | -4 | -7 | -1 | -4 | -9
NS(=O)(=O)c1ccc(NC(=S)Nc2ccc(S(=O)(=O)N3CCCC3)cc2)cc1 | 3 | -2 | 10 | 10 | 1 | 0 | 2 | -5
CCOc1cc(C(=O)NC(C)CC)cc(OCC)c1OCC (stereo not drawn) | -7 | 1 | 8 | 5 | -8 | 2 | 3 | 16
COc1ccc(Cl)cc1S(=O)(=O)N1CCC(C(=O)NC2CCCC2)CC1 | 2 | -9 | 6 | -6 | -10 | -13 | -5 | -3
CN=C1S/C(=C\c2ccc(OCC(=O)OC)c(OC)c2)C(=O)N1C | 6 | 41 | -75 | 0 | 28 | 3 | 19 | -10

SENP7 inh: entries above that show a hit.
| SMILES | SENP7 inh | HKDC1 inhibitor | SENP6 inh | SENP1 FRET inh | PfGluPho inh |
| --- | --- | --- | --- | --- | --- |
| CC(=O)N(/N=C1\Sc2ccccc2C1=O)c1ccccc1C | 63* | -1 | 87* | -7 | 34 |

Compounds shown so far containing a Cl atom, in the order listed:
SMILES | Apaf1 inhib | SENP7 inh | SENP8 block-1 | HKDC1 inhibitor | SENP6 inh | SENP1 FRET inh | SENP8 block-2 | PfGluPho inh
O=c1[nH]c2ccc(NC(=S)Nc3ccccc3Cl)cc2[nH]1 | -9 | 4 | 14 | -2 | 19 | -8 | 4 | 11
CC(C)S(=O)(=O)N1CCCC(C(=O)c2cccc(Cl)c2)C1 (stereo not drawn) | -2 | 4 | 10 | -9 | 2 | 0 | -1 | 19
COc1ccc(Cl)cc1S(=O)(=O)N1CCC(C(=O)NC2CCCC2)CC1 | 2 | -9 | 6 | -6 | -10 | -13 | -5 | -3

Back to the main list with the 2 entries that preceded the break.
SMILES | Apaf1 inhib | SENP7 inh | SENP8 block-1 | HKDC1 inhibitor | SENP6 inh | SENP1 FRET inh | SENP8 block-2 | PfGluPho inh
COc1ccc(Cl)cc1S(=O)(=O)N1CCC(C(=O)NC2CCCC2)CC1 | 2 | -9 | 6 | -6 | -10 | -13 | -5 | -3
CN=C1S/C(=C\c2ccc(OCC(=O)OC)c(OC)c2)C(=O)N1C | 6 | 41 | -75 | 0 | 28 | 3 | 19 | -10
O=C(C[C@H]1C/C=C\CC[C@H](Cc2ccc(F)cc2)C(=O)OC[C@H]2CCCN2C1=O)N[C@H](CO)Cc1ccccc1 | 13 | -17 | 5 | 0 | -14 | 0 | -5 | 3
COCCNCC(=O)N1CCCCCC1 | -4 | 9 | 0 | -2 | 18 | -1 | -3 | -3
CCOc1cc(-c2noc(CCC(=O)NCCc3ccccc3)n2)ccc1OC | -2 | -7 | 12 | -4 | 15 | 1 | -1 | -9
O=C(COc1ccc2ccccc2c1)Nc1ccc(S(=O)(=O)N2CCCCCC2)cc1 | 15 | 4 | -19 | 3 | -4 | -7 | 4 | -1
COC(=O)c1cc2oc3ccccc3c2n1CC(=O)N1CCCc2ccccc21 | 18 | -5 | -2 | -4 | 0 | 2 | -3 | -19
O=C(CSc1nccn1-c1cccc(Cl)c1)Nc1ccc2c(c1)OCCO2 | 12 | -5 | 10 | -3 | -7 | -1 | 0 | 12
CC(C)Oc1ccc(CC2CCC(=O)N(C)C2=O)cc1 (stereo not drawn) | -5 | -7 | 8 | -11 | -22 | 0 | -12 | -16
C=Cn1cc[n+](CC(=O)c2ccc(OC)cc2)c1 | -5 | -2 | 5 | -2 | -14 | 5 | 1 | 1
CC(C)(C)c1ccc(C(=O)OCCNC(=O)c2c(Cl)nc3ccccn23)cc1 | 8 | 1 | 15 | 5 | -8 | 3 | -7 | 4
CCCC(C)NC1=NCCCCC1 (stereo not drawn) | -16 | 5 | 1 | -8 | -8 | -1 | 4 | -16
Cc1ccc(-c2nnn(CCC(=O)N3CCCCC3C)n2)cc1 (stereo not drawn) | 1 | 4 | 7 | -6 | -13 | 2 | 2 | -11
FC(F)(F)c1cnc(COc2cc(Cl)cc(Cl)c2)c(Cl)c1 | -2 | 3 | 10 | -1 | -3 | 2 | 4 | 8
COc1cccc(C(=O)OCC(=O)Nc2nnc(-c3ccccc3)o2)c1 | 9 | -8 | -18 | -1 | -19 | -1 | -13 | -18
COCCCn1c(SCC(=O)n2c(C)c(C)c3ccccc32)nnc1-c1ccoc1C | 21 | -3 | -20 | 1 | -4 | -9 | -1 | 9
COCCCNC(=O)C1CCN(C(=O)c2oc3cc4sc(N(C)C)nc4cc3c2C)CC1 | 1 | 13 | -322 | -4 | -22 | 0 | -8 | 6
CCN(C(=O)CN1C(=O)S/C(=C\c2cccc(OC)c2)C1=O)C1CCS(=O)(=O)C1 (stereo not drawn) | 0 | 4 | -29 | 0 | 1 | 3 | -4 | 2
C/C(=N\Nc1nc2ccccc2[nH]1)c1ccc2c(c1)OCCO2 | -23 | 0 | -154 | -2 | 11 | -42 | 1 | 32
COCc1c(Br)c(C)nc(OCC(=O)N/N=C/c2ccco2)c1C#N | 10 | 5 | 0 | -9 | 2 | 0 | 5 | 4
O=C(Nc1ccccc1Cl)c1cccc(NC(=O)C2CCCC2)c1 | 2 | -2 | 9 | -7 | 13 | 0 | 8 | 6
O=C(Cc1cccc2ccccc12)NC(=S)Nc1cccc(C(=O)O)c1 | 6 | -1 | 1 | -8 | -4 | 2 | -2 | -27
COC(=O)c1ccc(COc2ccc3c(c2)CCC3)o1 | -2 | 1 | 28 | -3 | 20 | 2 | 38 | 8
O=C(N[C@@H](c1ccccc1)[C@@H]1C[C@H]1C(=O)NCc1ccccn1)OCc1ccccc1 | 5 | -6 | -3 | 3 | -6 | -4 | -3 | 1
C[C@H](CO)N1C[C@H](C)[C@@H](CN(C)CC2CC2)Oc2c(NC(=O)C3CC3)cccc2C1=O | x | x | 14 | -4 | x | 1 | x | 12
CCn1cc(CN2CCC(n3nccc3NC(=O)CCOc3ccccc3)CC2)cn1 | 12 | 1 | 6 | -1 | 8 | -1 | 2 | -17
O=C(Cc1ccc(Br)cc1)OCC(=O)c1ccc2c(c1)OCCO2 | 1 | 5 | -40 | -2 | 1 | 0 | -8 | 0
CCN(CC)CCCC(C)NC(=O)c1ccc(C(F)(F)F)cc1 (stereo not drawn) | -5 | 4 | 0 | 1 | -11 | 2 | -3 | -11
CCCOC(=O)CC1C(=O)NCCN1Cc1ccc(F)cc1 (stereo not drawn) | 11 | -12 | 13 | -8 | -2 | 1 | -18 | 1
CC(NC(=O)COC(=O)CNS(=O)(=O)/C=C/c1ccccc1)c1ccccc1 (stereo not drawn) | -3 | 9 | 13 | 3 | -11 | 0 | 4 | -2
CC(=O)N(Cc1cccc(Br)c1)c1ccc(N2CCOCC2)c(Cl)c1 | 12 | 0 | 4 | 4 | 3 | -1 | 17 | -2

Four entries from above, ordered by length of the SMILES, largest number first.
SMILES | Apaf1 inhib | SENP7 inh | SENP8 block-1 | HKDC1 inhibitor | SENP6 inh | SENP1 FRET inh | SENP8 block-2 | PfGluPho inh
CCN(C(=O)CN1C(=O)S/C(=C\c2cccc(OC)c2)C1=O)C1CCS(=O)(=O)C1 (stereo not drawn) | 0 | 4 | -29 | 0 | 1 | 3 | -4 | 2
CC(NC(=O)COC(=O)CNS(=O)(=O)/C=C/c1ccccc1)c1ccccc1 (stereo not drawn) | -3 | 9 | 13 | 3 | -11 | 0 | 4 | -2
FC(F)(F)c1cnc(COc2cc(Cl)cc(Cl)c2)c(Cl)c1 | -2 | 3 | 10 | -1 | -3 | 2 | 4 | 8
COC(=O)c1ccc(COc2ccc3c(c2)CCC3)o1 | -2 | 1 | 28 | -3 | 20 | 2 | 38 | 8
